Screening results: PubChem BioAssay, several laboratories
E coli Lon inh = inhibits E. coli Lon protease | purified E. coli Lon protease, fluorescence polarization | inhibition, % at 7.94 µM | hit rate 0.42% among 360,000; in the data active = inhibition above about 13%, passing the limit was not always enough;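 note: 0% = enzyme with probe and DMSO and 100% = no enzyme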
MsrA inh = inhibits bovine methionine sulfoxide reductase A. purified bovine MsrA, absorbance read-out. inhibition, % at 15.5 µM. hit rate 0.75% among 360,000; in the data active = inhibition above about 4.5%;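 note: 0% = vehicle wells with enzyme and 100% = reference inhibitor wells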
Rin1-Abl PPI inh = human Rin1-Abl interaction inhibition | P00519+Q13671 | TR-FRET Rin1/Abl binding, biochemical | inhibition, % at 7.35 µM | hit rate 0.4% among 360,000 | AID 588664; in the data active = inhibition above about 5%, passing the limit was not always enough
MsrA act = activates bovine MsrA enzyme | AID 602163 | hit rate 0.3% among 360,000 | activation, % at 10.6 µM | purified bovine MsrA, absorbance read-out; in the data active = activation above about 7.5%;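 note: 0% = vehicle and 100% = reference activator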
MLLE-PAM2 inh = inhibitors of microRNA-mediated deadenylation, human PABP1 MLLE binding; P11940; GST-MLLE / FITC-PAM2 fluorescence polarization; inhibition, % at 20 µM; hit rate 0.36% among 360,000; AID 588489; in the data active = inhibition above about 35%, passing the limit was not always enough;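 note: plate controls were DMSO wells with GST-MLLE for no effect and wells lacking GST-MLLE protein for full effect; some results filed as inactive read as strong as hits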
Target sequence (P11940 whole entry, looked up): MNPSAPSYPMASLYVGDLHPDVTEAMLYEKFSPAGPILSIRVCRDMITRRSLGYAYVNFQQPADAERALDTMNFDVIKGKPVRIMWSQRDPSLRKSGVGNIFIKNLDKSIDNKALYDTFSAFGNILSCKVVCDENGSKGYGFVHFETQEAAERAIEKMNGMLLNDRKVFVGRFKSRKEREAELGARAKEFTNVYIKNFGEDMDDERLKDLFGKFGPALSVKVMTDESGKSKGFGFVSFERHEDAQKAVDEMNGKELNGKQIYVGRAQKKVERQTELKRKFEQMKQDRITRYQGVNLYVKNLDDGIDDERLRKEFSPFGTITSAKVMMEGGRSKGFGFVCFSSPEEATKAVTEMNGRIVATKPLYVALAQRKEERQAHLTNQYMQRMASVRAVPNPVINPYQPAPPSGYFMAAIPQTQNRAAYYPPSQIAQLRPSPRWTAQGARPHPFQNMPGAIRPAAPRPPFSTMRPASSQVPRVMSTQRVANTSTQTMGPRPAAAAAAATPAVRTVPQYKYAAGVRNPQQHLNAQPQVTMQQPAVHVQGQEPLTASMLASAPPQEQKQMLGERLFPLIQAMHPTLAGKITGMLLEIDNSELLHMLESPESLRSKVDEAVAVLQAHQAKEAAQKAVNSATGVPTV
MT1-MMP act inh = inhibitors of human MT1-MMP activation. HT1080 RFP-PRO-GFP cells, GFP/RFP ratio fluorescence, overnight; percent of plate control window, DMSO zero. hit rate 0.061% among 360,000. GFP/RFP ratio change, % at 20 µM. AID 651647;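 active = GFP/RFP ratio change of at least 30% with cell ATP level not reduced by more than half and red fluorescence within 50% of control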; note: strong numbers were not always called active
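Assay system: HT1080 RFP-PRO-GFP cells. Benchmarks: DMSO vehicle wells and RFP-L50D-GFP reporter cell wells. Times: overnight cell settling, then overnight compound exposure, 37 °C, 5% CO2. Compound: 20 µM single dose, 1% DMSO. Read-out basis: GFP/RFP fluorescence ratio.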
Rpn11 block = blocks the human proteasome subunit Rpn11. calls only at 20 µM. hit rate 0.59% among 360,000. human 26S proteasome, Ub4-pepOG fluorescence polarization; 20S core pre-blocked with epoxomicin;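 active = inhibition at 20 µM, scaled to each plate's controls, above about 33%, limit read from the data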
Target sequence (O00487 whole entry, looked up): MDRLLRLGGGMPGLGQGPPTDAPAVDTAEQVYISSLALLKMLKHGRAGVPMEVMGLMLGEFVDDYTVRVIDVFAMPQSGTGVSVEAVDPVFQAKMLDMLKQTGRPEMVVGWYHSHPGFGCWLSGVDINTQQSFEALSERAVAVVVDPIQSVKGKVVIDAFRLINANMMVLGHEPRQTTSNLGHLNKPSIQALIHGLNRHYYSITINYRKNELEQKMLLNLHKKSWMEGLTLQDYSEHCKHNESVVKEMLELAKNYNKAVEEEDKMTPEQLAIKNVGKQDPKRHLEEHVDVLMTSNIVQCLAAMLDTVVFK
CSN deneddyl inh = inhibitors of human CSN-mediated cullin deneddylation | Purified CSN, SCF-Nedd8-OG deneddylation, fluorescence polarization | inhibition, % at 12.5 µM | hit rate 0.38% among 360,000 | AID 651999;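 active = pattern-corrected inhibition above about 35%, with an unprinted fluorescence ratio check between 0.5 and 1.5, limit read from the data, passing the limit was not always enough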;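 note: 0% = enzyme with substrate and 100% = substrate without enzyme; some results filed as inactive read as strong as hits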
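Test system: Human Csn5 produced in HEK293T cells | Compound: 12.5 µM single point | Times: 90 min, room temperature | Signal: Fluorescence polarization readout | Read-out basis: % inhibition of substrate cleavage by Csn5 | Controls: no-enzyme wells high, enzyme-with-substrate wells low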
FAS TE block = inhibitors of human fatty acid synthase thioesterase domain | hit rate 0.67% among 360,000 | recombinant FAS-TE, OMFH fluorogenic substrate, fluorescence endpoint | inhibition, % at 15 µM;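 active = compounds whose normalised, plate-corrected inhibition of enzyme fluorescence in the single-dose primary screen is 50% or more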;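 note: 0% = DMSO with enzyme and 100% = substrate without enzyme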
An asterisk follows results filed as active.

Results for Cc1ccc(NC(=O)COc2nc(C)cs2)cc1 ?
E coli Lon inh: -5; MsrA inh: -1.2; Rin1-Abl PPI inh: -1; MsrA act: -10; MLLE-PAM2 inh: 5; MT1-MMP act inh: -7; Rpn11 block: inactive; CSN deneddyl inh: 0; FAS TE block: -4

What do the screens show for `CCn1c(=O)c(C(=O)NC(C)C)c(O)c2ccccc21`?
E coli Lon inh: -7; MsrA inh: -0.8; Rin1-Abl PPI inh: 1; MsrA act: -2; MLLE-PAM2 inh: -5; MT1-MMP act inh: 6; Rpn11 block: inactive; CSN deneddyl inh: 4; FAS TE block: 12

Results for C=CCO/N=C(/CCC)C1=C(N)CC(C)(C)CC1=O ?
E coli Lon inh: -6; MsrA inh: -1.2; Rin1-Abl PPI inh: 2; MsrA act: -9; MLLE-PAM2 inh: 3; MT1-MMP act inh: 2; Rpn11 block: inactive; CSN deneddyl inh: 9; FAS TE block: -6

Results for CCOC(=O)N1CCN(c2c(NCc3ccccc3Cl)c(=O)c2=O)CC1 ?
E coli Lon inh: -2; MsrA inh: 0.3; Rin1-Abl PPI inh: -3; MsrA act: -2; MLLE-PAM2 inh: -3; MT1-MMP act inh: 1; Rpn11 block: inactive; CSN deneddyl inh: 4; FAS TE block: -6

What do the screens show for `Cc1[nH]c2ccccc2c1C(=O)C(C)OC(=O)c1ccc(Cl)nc1` (configuration not stated)?
E coli Lon inh: -13; MsrA inh: 0.5; Rin1-Abl PPI inh: -1; MsrA act: -4; MLLE-PAM2 inh: -15; MT1-MMP act inh: 2; Rpn11 block: inactive; CSN deneddyl inh: 3; FAS TE block: 6

What do the screens show for `Cn1cc(CN2CCC(CO)(CCCc3ccccc3)CC2)c(-c2ccccc2)n1`?
E coli Lon inh: -9; MsrA inh: 0.1; Rin1-Abl PPI inh: -2; MsrA act: -10; MLLE-PAM2 inh: 7; MT1-MMP act inh: -1; Rpn11 block: inactive; CSN deneddyl inh: 2; FAS TE block: -1

How did CN(C)c1ccc(-c2nnc(-c3cccs3)o2)cc1 do in these assays?
E coli Lon inh: -4; MsrA inh: 3.0; Rin1-Abl PPI inh: -1; MsrA act: -2; MLLE-PAM2 inh: -3; MT1-MMP act inh: 2; Rpn11 block: inactive; CSN deneddyl inh: -5; FAS TE block: 4

What do the screens show for `CCCn1c(NCc2ccco2)nc2ccccc21`?
E coli Lon inh: 6; Rin1-Abl PPI inh: -4; MsrA act: 0; MLLE-PAM2 inh: 4; MT1-MMP act inh: 5; Rpn11 block: inactive; CSN deneddyl inh: -1; FAS TE block: -7

What do the screens show for `CCOc1ccc(C(=O)NCCn2cc(SCC(=O)Nc3cc(C)on3)c3ccccc32)cc1`?
E coli Lon inh: 16; MsrA inh: -1.1; Rin1-Abl PPI inh: -2; MsrA act: -6; MLLE-PAM2 inh: 13; MT1-MMP act inh: 2; Rpn11 block: inactive; CSN deneddyl inh: -2; FAS TE block: 0

What do the screens show for `Cc1ccnc(NC(=O)C(C)N2C(=O)c3ccccc3C2=O)c1` (configuration not stated)?
E coli Lon inh: 8; MsrA inh: -1.2; Rin1-Abl PPI inh: 3; MsrA act: 0; MLLE-PAM2 inh: -12; MT1-MMP act inh: -8; Rpn11 block: inactive; CSN deneddyl inh: -5; FAS TE block: -1

What do the screens show for `Oc1ccc(/C=N/N=C/c2ccc(O)cc2)cc1`?
E coli Lon inh: 9; MsrA inh: 5.3*; Rin1-Abl PPI inh: -1; MsrA act: -12; MLLE-PAM2 inh: -1; MT1-MMP act inh: 0; Rpn11 block: inactive; CSN deneddyl inh: -14; FAS TE block: 2

What do the screens show for `CCOC(=O)CSc1nc2cc(C(=O)OC)ccc2c(=O)n1CCN1CCOCC1`?
E coli Lon inh: -6; MsrA inh: -0.3; Rin1-Abl PPI inh: -3; MsrA act: -12; MLLE-PAM2 inh: 13; MT1-MMP act inh: -1; Rpn11 block: inactive; CSN deneddyl inh: 2; FAS TE block: -6

How did CCOC(=O)COc1ccccc1/C=C1\NC(=O)NC1=O do in these assays?
E coli Lon inh: -6; MsrA inh: 2.3; Rin1-Abl PPI inh: 1; MsrA act: -4; MLLE-PAM2 inh: -9; MT1-MMP act inh: 1; Rpn11 block: inactive; CSN deneddyl inh: 118; FAS TE block: -5

What do the screens show for `CN(C)S(=O)(=O)N1CCC(Oc2cccc(C(=O)N3CCCCCCC3)c2)CC1`?
E coli Lon inh: -7; MsrA inh: -0.2; Rin1-Abl PPI inh: -1; MsrA act: -2; MLLE-PAM2 inh: 13; MT1-MMP act inh: -1; Rpn11 block: inactive; CSN deneddyl inh: -1; FAS TE block: 2

What do the screens show for `CCOC(=O)C1(Cc2ccccc2C(F)(F)F)CCN(C(C)CSC)CC1` (configuration not stated)?
E coli Lon inh: 4; MsrA inh: 1.3; Rin1-Abl PPI inh: 1; MsrA act: -5; MLLE-PAM2 inh: 10; MT1-MMP act inh: -2; Rpn11 block: inactive; CSN deneddyl inh: -2; FAS TE block: -3

How did COc1ccc(S(=O)(=O)NCCSc2ccc(Cl)cc2)cc1OC do in these assays?
E coli Lon inh: -3; MsrA inh: -0.7; Rin1-Abl PPI inh: 2; MsrA act: 1; MLLE-PAM2 inh: 3; MT1-MMP act inh: -2; Rpn11 block: inactive; CSN deneddyl inh: 0; FAS TE block: 11

What do the screens show for `Cc1n[nH]c(=O)c2c(NC(=O)COC(=O)COc3cccc(Br)c3)oc(C)c12`?
E coli Lon inh: 2; MsrA inh: 0.8; Rin1-Abl PPI inh: 0; MsrA act: -3; MLLE-PAM2 inh: 12; MT1-MMP act inh: 6; Rpn11 block: inactive; CSN deneddyl inh: -2; FAS TE block: -5

How did COc1ccc(C(=O)O/N=C(\N)Cc2ccc(Cl)c(Cl)c2)cc1OC do in these assays?
E coli Lon inh: 3; MsrA inh: 1.7; Rin1-Abl PPI inh: -3; MsrA act: -4; MLLE-PAM2 inh: -4; MT1-MMP act inh: -27; Rpn11 block: inactive; CSN deneddyl inh: -15; FAS TE block: 8

What do the screens show for `CCCn1c(N)c(C(=O)CSc2nc3ncc(Cl)cc3[nH]2)c(=O)n(C)c1=O`?
E coli Lon inh: -13; MsrA inh: -0.1; Rin1-Abl PPI inh: -1; MsrA act: -3; MLLE-PAM2 inh: -65; MT1-MMP act inh: 4; Rpn11 block: inactive; CSN deneddyl inh: 15; FAS TE block: -4

How did CC(C)N(C(=O)CSc1nnc(CN2CCCCCC2=O)n1-c1ccccn1)C(C)C do in these assays?
E coli Lon inh: -3; MsrA inh: 1.4; Rin1-Abl PPI inh: 0; MsrA act: 0; MLLE-PAM2 inh: -61; MT1-MMP act inh: -5; Rpn11 block: inactive; CSN deneddyl inh: -3; FAS TE block: -4

How did O=C(Nc1ccc(NC(=O)c2cccc([N+](=O)[O-])c2)cc1)c1cccc([N+](=O)[O-])c1 do in these assays?
E coli Lon inh: 1; MsrA inh: -0.6; Rin1-Abl PPI inh: -2; MsrA act: -6; MLLE-PAM2 inh: -2; MT1-MMP act inh: 2; Rpn11 block: inactive; CSN deneddyl inh: 2; FAS TE block: 20

Results for Cc1csc(NC(=O)CSc2ccc(-c3ccc(F)cc3)nn2)n1 ?
E coli Lon inh: 0; MsrA inh: 0.1; Rin1-Abl PPI inh: -1; MsrA act: -2; MLLE-PAM2 inh: 10; MT1-MMP act inh: 11; Rpn11 block: inactive; CSN deneddyl inh: 4; FAS TE block: 9

How did CSc1ccc(/C=C(/Sc2nnc(-c3ccccc3)o2)C(=O)O)cc1 do in these assays?
E coli Lon inh: -1; MsrA inh: 0.9; Rin1-Abl PPI inh: 2; MsrA act: -3; MLLE-PAM2 inh: -1; MT1-MMP act inh: 2; Rpn11 block: inactive; CSN deneddyl inh: 0; FAS TE block: -3

Results for Cc1ccc(C2(c3ccc(C)cc3)NC(=O)N(CC(N)=O)C2=O)cc1 ?
E coli Lon inh: -7; MsrA inh: 1.3; Rin1-Abl PPI inh: 1; MsrA act: -2; MLLE-PAM2 inh: 8; MT1-MMP act inh: -1; Rpn11 block: inactive; CSN deneddyl inh: 1; FAS TE block: -3

How did C/C(CC(=O)Nc1ccc2c(c1)OCCO2)=N\NC(=O)C(=O)Nc1ccccc1C do in these assays?
E coli Lon inh: 0; MsrA inh: 0.8; Rin1-Abl PPI inh: 1; MsrA act: -9; MLLE-PAM2 inh: -4; MT1-MMP act inh: -2; Rpn11 block: inactive; CSN deneddyl inh: -3; FAS TE block: -8

How did CCCC(=O)NC(c1ccc(C(C)C)cc1)c1ccc2cccnc2c1O (configuration not stated) do in these assays?
E coli Lon inh: 1; MsrA inh: -0.3; Rin1-Abl PPI inh: 1; MsrA act: -2; MLLE-PAM2 inh: -6; MT1-MMP act inh: 0; Rpn11 block: inactive; CSN deneddyl inh: 2; FAS TE block: -9

Results for CCCn1c(SCC(=O)c2cc(OC)ccc2OC)nnc1C(C)C ?
E coli Lon inh: -14; MsrA inh: 2.2; Rin1-Abl PPI inh: -3; MsrA act: -6; MLLE-PAM2 inh: 4; MT1-MMP act inh: 8; Rpn11 block: inactive; CSN deneddyl inh: -3; FAS TE block: -5

What do the screens show for `Cc1ccc(Sc2nnc(-c3ccccc3)cc2C#N)cc1`?
E coli Lon inh: 1; MsrA inh: 0.6; Rin1-Abl PPI inh: 0; MsrA act: -8; MLLE-PAM2 inh: 4; MT1-MMP act inh: 0; Rpn11 block: inactive; CSN deneddyl inh: -2; FAS TE block: 8

How did CN(C)C(=O)CCc1ccc2c3c([nH]c2c1)[C@]1(CCc2ccccc2)[C@@H](C(=O)N2CCCCC2)C[C@H](CC(=O)NCc2ccco2)C(=O)N1CC3 do in these assays?
E coli Lon inh: 0; MsrA inh: -0.8; Rin1-Abl PPI inh: -3; MsrA act: 0; MLLE-PAM2 inh: 4; MT1-MMP act inh: -1; Rpn11 block: inactive; CSN deneddyl inh: -1; FAS TE block: -4

Results for Cc1cccc(NC2=C(Cl)C(=O)OC2NC(=O)c2ccccc2)c1 (configuration not stated) ?
E coli Lon inh: -2; MsrA inh: 1.1; Rin1-Abl PPI inh: 7; MsrA act: -5; MLLE-PAM2 inh: -9; MT1-MMP act inh: 3; Rpn11 block: inactive; CSN deneddyl inh: 3; FAS TE block: -8

Results for CC(=O)C(Cc1ccccc1)NC(=O)COC(=O)c1cccc(C)c1[N+](=O)[O-] (configuration not stated) ?
E coli Lon inh: -7; MsrA inh: 0.0; Rin1-Abl PPI inh: 1; MsrA act: -3; MLLE-PAM2 inh: -5; MT1-MMP act inh: 0; Rpn11 block: inactive; CSN deneddyl inh: 3; FAS TE block: 6

How did O=C(Nc1ccc(N2CCOCC2)cc1)c1cccnc1 do in these assays?
E coli Lon inh: -2; MsrA inh: -1.1; Rin1-Abl PPI inh: 2; MsrA act: -1; MLLE-PAM2 inh: -7; MT1-MMP act inh: 1; Rpn11 block: inactive; CSN deneddyl inh: -3; FAS TE block: -6

What do the screens show for `CCS(=O)(=O)c1nc(NC(C)=O)n[nH]1`?
E coli Lon inh: -5; MsrA inh: 1.5; Rin1-Abl PPI inh: -1; MsrA act: -11; MLLE-PAM2 inh: -1; MT1-MMP act inh: -4; Rpn11 block: inactive; CSN deneddyl inh: -4; FAS TE block: -14

What do the screens show for `CCCCCCCCCCCn1nnnc1N`?
E coli Lon inh: 3; MsrA inh: -0.8; Rin1-Abl PPI inh: -2; MsrA act: -5; MLLE-PAM2 inh: -1; MT1-MMP act inh: -3; Rpn11 block: inactive; CSN deneddyl inh: 0; FAS TE block: -6

The order is random, and some 3.7% of all compounds hit somewhere here.
